hgDAF-12 ag: hgDAF-12 agonism, primary luciferase screen; HEK293 GAL4-hgDAF12 UAS-luciferase reporter, agonist luminescence; normalized to butyrate control; activation, % at 6.8 µM; 370,000 compounds, 1.8% hits; AID 687014;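 active = activation above a cutoff set at the mean of all screened compounds plus 3 SD, cut at about 10% in these data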;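 note: 0% = DMSO wells and 100% = sodium butyrate wells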
PLCb3 inh: blocks human PLC-beta3 enzyme activity. Q01970. Purified PLC-beta3, fluorogenic substrate, fluorescence. inhibition, % at 12.2 µM. 370,000 compounds, 0.18% hits. AID 720704; in the data active = inhibition above about 11%;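 note: 0% = median of compound wells on plate and 100% = full blocker control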
Target sequence (Q01970 whole entry, looked up): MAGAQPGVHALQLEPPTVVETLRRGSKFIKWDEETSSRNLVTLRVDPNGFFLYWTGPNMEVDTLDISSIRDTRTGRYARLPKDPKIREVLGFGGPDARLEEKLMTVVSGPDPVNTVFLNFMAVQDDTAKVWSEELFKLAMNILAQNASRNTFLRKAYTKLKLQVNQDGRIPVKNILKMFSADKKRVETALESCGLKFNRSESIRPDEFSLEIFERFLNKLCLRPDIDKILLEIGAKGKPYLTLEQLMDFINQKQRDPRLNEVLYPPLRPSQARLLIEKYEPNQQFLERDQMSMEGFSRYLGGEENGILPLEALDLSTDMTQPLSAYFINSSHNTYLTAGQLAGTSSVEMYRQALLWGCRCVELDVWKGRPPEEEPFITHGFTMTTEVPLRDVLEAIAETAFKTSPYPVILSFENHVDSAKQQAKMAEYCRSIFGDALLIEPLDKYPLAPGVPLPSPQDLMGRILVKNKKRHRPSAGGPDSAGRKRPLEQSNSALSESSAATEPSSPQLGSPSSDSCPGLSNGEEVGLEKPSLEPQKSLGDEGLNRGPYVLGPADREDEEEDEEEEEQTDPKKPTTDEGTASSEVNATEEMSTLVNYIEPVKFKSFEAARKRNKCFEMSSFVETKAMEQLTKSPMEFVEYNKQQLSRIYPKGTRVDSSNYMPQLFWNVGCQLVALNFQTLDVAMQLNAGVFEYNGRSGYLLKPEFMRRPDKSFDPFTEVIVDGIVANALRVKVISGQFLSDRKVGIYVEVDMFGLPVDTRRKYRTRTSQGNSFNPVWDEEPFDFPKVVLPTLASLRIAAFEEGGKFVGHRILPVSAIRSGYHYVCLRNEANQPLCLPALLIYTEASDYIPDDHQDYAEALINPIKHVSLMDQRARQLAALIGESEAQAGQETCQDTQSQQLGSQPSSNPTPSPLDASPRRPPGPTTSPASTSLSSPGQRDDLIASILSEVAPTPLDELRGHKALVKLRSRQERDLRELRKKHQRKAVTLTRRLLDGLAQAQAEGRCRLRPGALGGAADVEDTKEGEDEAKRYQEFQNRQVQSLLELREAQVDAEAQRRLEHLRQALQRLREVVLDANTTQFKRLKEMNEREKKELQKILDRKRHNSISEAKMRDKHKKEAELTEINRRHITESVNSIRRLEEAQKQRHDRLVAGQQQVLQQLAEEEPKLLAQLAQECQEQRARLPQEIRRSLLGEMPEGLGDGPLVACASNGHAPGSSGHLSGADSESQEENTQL
HGIII-sPLA2 inh: Blocks human group III sPLA2 activity | Q9NZ20 | QFRET BODIPY PC-A2 liposome hydrolysis, fluorescence | inhibition, % at 12.2 µM | 370,000 compounds, 0.56% hits | AID 743126;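 active = inhibition above mean plus 3 SD of compounds lying within the high and low control bounds, cut at about 19% in these data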;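 note: 0% = median of test compound wells and 100% = no enzyme DMSO wells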
hcDAF12 agonist: activators of H. contortus DAF-12 nuclear receptor. HEK293 hcDAF-12 lit1-tk-luc reporter, luminescence; 0% DMSO, 100% Δ7-dafachronic acid. activation, % at 6.8 µM. 370,000 compounds, 1.4% hits. AID 652067;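 active = activation above the mean of all tested compounds plus 3 SD, cut at about 5.5% in these data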;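 note: 100% = response to 3 µM Δ7-dafachronic acid high control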
Rev-erbA mod: modulates human Rev-erb alpha binding to DNA. P20393. Rev-erbα–FITC-DNA binding, fluorescence polarization, 90 min. activity, % at 10 µM. 370,000 compounds, 0.79% hits;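 active = activity above about 14%, limit read from the data; passing the limit was not always enough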;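 note: 0% = DMSO wells with 35 nM protein and 100% = DMSO wells with 750 nM protein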
GAA850 FXN act: frataxin GAA850 promoter activation; AID 540364; 360,000 compounds, 0.56% hits; HEK293 lucGAA850 FXN promoter luciferase reporter, 24 h; percent of 10 µM SAHA response; activation, % at 6 µM;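 active = activation above the average of all compounds screened plus 3 SD, cutoff fixed separately per campaign, cut at about 7.5% in these data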;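 note: 0% = DMSO wells and 100% = 10 µM SAHA wells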
SMARCA2 act: activators of SMARCA2 function; 370,000 compounds, 1% hits; MG213 cells, MMTV-luciferase reporter, dexamethasone, overnight; activation, % at 9.1 µM; AID 652017; in the data active = activation above about 7.8%;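 note: 0% = vehicle wells and 100% = reference activator wells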
DAX1 inh-1: inhibitors of human orphan nuclear receptor DAX1 (NR0B1) | HEK293 Gal4-DAX1 luciferase reporter, luminescence | inhibition, % at 6.75 µM | 340,000 compounds, 0.99% hits | AID 504766;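 active = inhibition above the mean over all tested compounds plus 3 SD, cut at about 4.2% in these data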;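 note: 0% = DAX1-transfected cells with DMSO and 100% = empty-vector control cells with DMSO; inhibition shows as a rise in luminescence from relieved DAX1 repression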
PG9 Ab binder: small molecules binding HIV-1 gp120 antibody PG9; TR-FRET gp120-PG9 antibody binding; inhibition, % at 6.7 µM; 360,000 compounds, 0.43% hits; in the data active = inhibition above about 8.5%
DAX1 inh-2: DAX1 (NR0B1) inhibition, primary screen | HEK293T StAR-luciferase reporter, SF-1/DAX-1 repression relief | inhibition, % at 6.8 µM | 370,000 compounds, 1.1% hits | AID 652010;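 active = inhibition above the mean over all tested compounds plus 3 SD, cut at about 3.6% in these data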;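 note: 0% = DAX-1 cells with DMSO and 100% = cells lacking DAX-1 with DMSO; higher inhibition means more luminescence from relief of DAX-1 repression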
ssDAF-12 act: S. stercoralis DAF-12 activation, primary screen; activation, % at 6.8 µM; HEK293 ssDAF-12/GRIP1 lit1-tk-luc reporter, luminescence; % of 3 µM dafachronic acid response; AID 652126; 370,000 compounds, 1% hits;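 active = activation above the mean over all tested compounds plus 3 SD, cut at about 0.9% in these data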;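 note: 0% = DMSO-only wells and 100% = 3 µM delta7-dafachronic acid wells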
An asterisk follows results filed as active; i = inactive; / = no result given; & = joins results of further samples.

SMILES	hgDAF-12 ag	PLCb3 inh	HGIII-sPLA2 inh	hcDAF12 agonist	Rev-erbA mod	GAA850 FXN act	SMARCA2 act	DAX1 inh-1	PG9 Ab binder	DAX1 inh-2	ssDAF-12 act
Cc1ccc(NC(=O)COCC(=O)Nc2ccc(C)cc2)cc1	-2.0	-4.7	-9.8	-2.0	4.2	0.1	0.4	0.8	0.3	-0.6	-0.5
Cc1ccc(S(=O)(=O)N/N=C/c2cnn(C)c2C)cc1	-1.9	2.5	1.6	-0.2	4.9	0.5	-0.7	0.2	0.4	-0.6	-1.4
COc1cc2c(cc1OC)C(COc1ccc([N+](=O)[O-])cc1)NCC2 (configuration not stated)	0.4	-178.8	-1.1	-2.1	1.2	-0.4	2.8	-0.1	-0.9	0.7	-0.5
C[C@@H]1CN([C@@H](C)CO)S(=O)(=O)c2ccc(Br)cc2O[C@H]1CN(C)Cc1ccncc1	-0.9	2.3	2.3	-2.4	5.2	-0.7	-2.7	0.1	0.4	-0.9	-1.2
COc1ccc(C=Cc2ccc3ccccc3n2)c(OC)c1	-7.9	i	-86.7	-0.2	20.1*	-7.6	-6.2	0.8	-2.9	-1.6	-1.5
COc1ccc(CC(=O)NCCS(=O)(=O)N2CCN(c3ccccc3OC)CC2)cc1	-4.2	-8.8	-7.1	-2.4	-0.7	-2.1	-0.4	-0.1	1.6	-2.1	-1.8
CCOC(=O)NC(=O)/C(C#N)=N/Nc1c(F)cccc1F	2.4	4.3	-2.8	-1.0	-3.2	0.9	1.0	-0.8	-0.4	0.3	-1.1
O=C(CSc1nnc(-c2cccnc2)n1Cc1ccco1)c1ccc(Cl)cc1	0.7	0.5	-45.9	-0.4	-3.7	-0.8	3.1	-1.8	-1.8	0.3	-1.4
CCCCCCc1ccc(OCC(=O)O)cc1OCC(=O)O	-1.1	0.8	3.8	-0.9	/	-0.2	-2.8	0.8	0.9	0.0	-0.3
O=C(NCCN1CCCCC1)/C(=N\O)c1ccccc1	-1.9	2.3	-0.9	-1.1	0.6	2.1	-1.0	-0.5	0.6	1.3	-1.0
O=[N+]([O-])c1cn(Cc2ccc(Cl)cc2)cn1	-0.9	-0.2	-2.1	-1.3	-3.6	1.2	-0.3	-0.3	-1.4	0.1	-0.8
COc1ccc(S(=O)(=O)N(C)CC(=O)Nc2ccc3c(c2)OCO3)cc1OC	-0.1	0.3	1.2	-1.2	2.4	-1.1	-1.5	-0.3	0.6	0.0	-1.4
O=C1NCCN(CC2CCN(CC3CCCC3)CC2)C1=O	0.2	0.6	-0.3	-0.4	0.9	1.8	-2.9	0.4	0.3	1.1	-1.6
COc1ccc(CNC(=O)CC2C[C@H](C(=O)N(C(C)C)C(C)C)[C@@]3(C)c4[nH]c5ccccc5c4CCN3C2=O)cc1OC (some centres not stated)	1.9	4.2	-7.5	0.5	-3.1	-3.8	1.4	-0.5	1.1	-1.2	-0.8
COc1ccc(N2CCN(C(=O)[C@@H](NC(=O)c3ccccc3Cl)C(C)C)CC2)cc1	-1.5	-5.9	3.7	-3.0	-1.2	-0.2	-3.7	-1.6	-0.6	-0.5	-0.8
O=C(OC1C2C=CC1C1C(=O)NC21)c1ccccc1 (configuration not stated)	-4.8	-1.9	11.8	-0.2	4.5	-0.8	-4.8	-0.4	-0.2	0.3	-0.6
CC(C)(C)C(=O)NNC(=O)c1cc2sccc2s1	3.1	-3.9	0.7	0.5	0.3	2.2	-2.4	3.1	-1.5	0.2	-1.1
O=S(=O)(Nc1nccs1)c1cnc(Cl)c(Br)c1	0.4	-0.4	-13.4	4.7	-2.4	0.9	-4.1	0.6	0.8	1.5	-0.7
O=C(NNC(=O)c1ccc(NC(=O)c2ccccc2)cc1)c1ccccc1	-2.8	0.6	-4.1	-1.3	-2.8	2.6	-0.8	/	2.2	-0.4	-1.5
O=C(NCCCN1CCCC1)c1ccc(CSCc2cccc(Cl)c2)o1	-0.1	2.1	-8.0	-0.6	-0.3	1.3	-1.6	-0.1	-0.8	0.3	-1.7

2 compounds from above, limited to HGIII-sPLA2 inh:
SMILES,HGIII-sPLA2 inh
O=S(=O)(Nc1nccs1)c1cnc(Cl)c(Br)c1,-13.4
O=C(NNC(=O)c1ccc(NC(=O)c2ccccc2)cc1)c1ccccc1,-4.1

More results follow.
SMILES	hgDAF-12 ag	PLCb3 inh	HGIII-sPLA2 inh	hcDAF12 agonist	Rev-erbA mod	GAA850 FXN act	SMARCA2 act	DAX1 inh-1	PG9 Ab binder	DAX1 inh-2	ssDAF-12 act
COc1ccc(C(=O)Nc2cc([N+](=O)[O-])ccc2N2CCN(C)CC2)cc1	2.2	4.4	0.2	4.2	-1.1	-2.1	-2.5	0.8	0.3	-0.5	-0.5
COc1cc(/C=N/NC(=O)C23CC4CC(CC(C4)C2)C3)cc(Br)c1O	-4.0	-26.4	0.8	0.4	-1.6	-1.8	-0.2	-0.9	-4.7	0.6	-1.9
COc1ccc(NC(=O)C2CCC(CNc3c(N4CCC(C)CC4)c(=O)c3=O)CC2)cc1OC (configuration not stated)	5.6&0.5	5.4&2.5	2.9&1.2	-0.4&-1.3	-2.5&-2.9	-1.1&0.8	-2.9&-2.2	2.5&-0.1	-1.5&-0.1	-0.8&0.1	-1.3&-1.8
CCc1ccc(N2CC34C=CC(O3)C(C(=O)OC)C4C2=O)cc1 (configuration not stated)	-1.4	3.3	-1.9	-1.1	1.2	2.1	-0.3	4.4*	-1.6	0.6	-0.8
CCCn1c(SCC(=O)NC2CC2)nnc1-c1cccs1	-3.0	-5.8	1.4	-1.9	-4.9	0.5	1.4	0.2	-1.5	-1.5	-1.3
O=C(Nc1ccc(F)cc1)c1ccc(S(=O)(=O)N2CCCC2)cc1	0.6	-2.4	-3.2	-1.2	1.0	1.8	-0.5	-1.4	-0.3	0.0	-1.2
O=S(=O)(Nc1ccc(N2CCCCC2)cc1)c1ccc(F)cc1F	-2.9	-4.2	0.1	-3.4	1.2	-1.8	-3.7	/	-3.5	-0.8	-1.8
O=C(NCC1CCCO1)Nc1ccc(Cl)cc1 (configuration not stated)	2.8	8.2	8.9	2.0	-2.1	2.3	4.7	1.4	0.4	2.3	-0.7
Cc1cnc(C(=O)Nc2ccc(N3CCOCC3)cc2)cn1	1.3	-3.4	7.0	-0.3	-1.2	3.6	-1.2	3.8	-2.9	0.8	-0.8
Cc1nc(N2CCOCC2)nc2c1CCC2	1.1	-6.7	9.3	0.9	5.2	1.5	-1.9	-1.0	-0.3	0.0	-1.4
O=C(N/N=C/c1ccccn1)c1ccc(Cl)cc1	-0.7	-14.5	2.3	0.6	3.5	11.8*	13.3*	0.7	-0.4	-0.1	-0.2
COc1cc(NC(=S)NCc2cccnc2)cc(OC)c1	7.9	-0.1	2.8	0.0	-3.1	-1.9	1.7	-1.7	0.3	0.1	-0.9
Cc1nn(Cc2ccccc2)c(N)c1C#N	-0.8	-1.6	5.5	-0.5	2.4	0.9	0.3	-0.1	0.8	0.3	-1.6
CN(C)C(=O)CCc1ccc2c3c([nH]c2c1)[C@]1(C)[C@@H](C(=O)N2CCCCC2)C[C@H](CC(=O)NCc2cccc(C(F)(F)F)c2)C(=O)N1CC3	-3.6	0.7	-22.0	-1.4	4.5	-4.0	-3.9	-0.6	-0.3	-2.2	-1.7
Cc1cc(NC(=O)COc2cccc([N+](=O)[O-])c2)no1	-2.3	-6.0	4.8	-0.1	5.2	0.1	0.2	-0.2	1.5	0.1	-0.2
C/C(N)=C(/C#N)C(=O)CSc1nnc(Nc2ccccc2C)s1	2.1	-0.1	-17.9	-0.1	-2.1	1.3	3.8	1.1	-0.8	0.3	-0.7
COC(=O)CCC(=O)OC1(C)C(=O)C=C2C=C(C3CC3)N(Cc3ccccc3)C=C2C1=O (configuration not stated)	2.7	-45.9	1.2	-0.8	1.8	0.9	0.5	-0.7	0.5	0.1	-1.5
CCCNC(=O)COc1ccc(-c2nn(C)c(=O)c3ccccc23)cc1	-5.5	-0.7	1.2	-1.5	-5.5	0.0	-1.6	-2.3	0.5	-0.8	-1.6
O=C(c1ccco1)N1CCN(C(=O)C(Sc2ccccc2)c2ccccc2)CC1 (configuration not stated)	-4.9	0.2	-3.4	-2.4	0.1	-2.2	-2.3	-1.3	-0.7	-1.1	-1.7
O=C(CSc1nnc2n1CCCN2)c1ccccc1	2.9	-5.5	-1.8	1.2	5.0	2.9	1.2	/	0.2	0.6	-0.6

Entries of single compounds from above:
O=C(CSc1nnc2n1CCCN2)c1ccccc1 as listed: hgDAF-12 ag: 2.9; PLCb3 inh: -5.5; HGIII-sPLA2 inh: -1.8; hcDAF12 agonist: 1.2; Rev-erbA mod: 5.0; GAA850 FXN act: 2.9; SMARCA2 act: 1.2; DAX1 inh-1: /; PG9 Ab binder: 0.2; DAX1 inh-2: 0.6; ssDAF-12 act: -0.6
Cc1nn(Cc2ccccc2)c(N)c1C#N as listed: hgDAF-12 ag: -0.8; PLCb3 inh: -1.6; HGIII-sPLA2 inh: 5.5; hcDAF12 agonist: -0.5; Rev-erbA mod: 2.4; GAA850 FXN act: 0.9; SMARCA2 act: 0.3; DAX1 inh-1: -0.1; PG9 Ab binder: 0.8; DAX1 inh-2: 0.3; ssDAF-12 act: -1.6

Remaining list, next part.
SMILES	hgDAF-12 ag	PLCb3 inh	HGIII-sPLA2 inh	hcDAF12 agonist	Rev-erbA mod	GAA850 FXN act	SMARCA2 act	DAX1 inh-1	PG9 Ab binder	DAX1 inh-2	ssDAF-12 act
O=C(NCc1csc(-c2cccs2)n1)Nc1ccc(C(F)(F)F)cc1	-0.1	-6.7	4.6	0.7	-1.4	2.0	-3.7	/	5.1	-0.1	-1.3
CSc1nc(Cl)c(Cc2ccc(OC(C)C)cc2)c(N(C)C)n1	-0.8	0.1	17.7	-0.8	3.5	1.1	-2.4	1.6	-1.4	-0.6	-1.5
Cc1nn(-c2ccccc2)c(N)c1C(O)(C(F)(F)F)C(F)(F)F	-1.3	3.5	-5.0	-0.9	3.1	-0.2	3.3	1.5	-0.6	-0.1	-1.2
Cc1cc(C(=O)COC(=O)C23CC4CC(CC(O)(C4)C2)C3)c(C)n1C	10.8*	-5.8	10.7	5.1	-9.9	5.1	-0.5	4.5*	-1.8	2.8	0.8
COc1ccc(C)cc1S(=O)(=O)N(C)CC(=O)Nc1ccccc1	-1.1	0.0	4.4	-1.6	-7.3	0.5	1.7	-0.7	1.0	-0.7	-1.6
Cc1csc(NC(=O)CSc2nnc(Cc3cccn3C)n2CCc2ccccc2)n1	-3.1	-12.0	-28.9	0.7	-1.1	-2.9	-0.6	-2.8	-0.2	-2.4	-1.0
O=C(CCNC(=O)C1CCN(S(=O)(=O)c2ccc(F)cc2)CC1)NCc1ccccc1Cl	-0.3	-0.3	-7.8	5.3	-2.8	-2.6	-1.9	-0.2	-1.0	0.0	0.0
COc1ccc(CC(=O)N(C)CC(=O)Nc2c(C)cccc2C)cc1S(=O)(=O)N1CCOCC1	4.2	-4.7	3.6	-0.1	-3.1	1.9	0.8	0.1	-0.5	-0.3	-0.9
O=C(c1cc2ccccc2oc1=O)N1CCN(c2ccc(N3CCOCC3)nn2)CC1	-0.1	-3.4	-3.7	-0.2	6.1	0.6	-3.1	-0.3	-2.2	1.8	-1.8

Bioassay records deposited in PubChem BioAssay by several laboratories.
